High-throughput results as filed in PubChem.
Pin1 inhibitor = blocks the human prolyl isomerase Pin1. Q13526. Pin1 FP peptide displacement, HiFluor488, 10 min. Potency, µM (highest dose often 115 µM), without a hit: at the highest dose activity, negative = inhibition, usual class: inhibitors. 0.009% of 390,000 active. AID 504891; active = well fitted inhibition curve with a large enough effect in the polarisation, with a control signal flat, not every such curve was filed as active; inconclusive = small, poorly fitted or top-dose-only effect, or effect the other way, or a change in a side signal; inactive = no such curve, though single readings can be large or run the other way; the % refers to the polarisation; note: potency is the fitted concentration of half-maximal effect; % is set by controls: 0 for no effect and ±100 for the full control effect
Tb PGK inh = blocks T. brucei phosphoglycerate kinase; AID 602233; P07378; Potency, µM (top dose mostly 57.5 µM), for inactives: at the top dose activity change, negative = inhibition, hits mostly inhibitors; 0.043% of 380,000 active; PGK/GAPDH coupled, Kinase-Glo luminescence, 60 min; note: potency is the fitted concentration of half-maximal effect; % is set by controls: 0 for no effect and ±100 for the full control effect; nearly all actives have a fitted effect of over 60% in size
Target sequence (P07378 whole entry, looked up): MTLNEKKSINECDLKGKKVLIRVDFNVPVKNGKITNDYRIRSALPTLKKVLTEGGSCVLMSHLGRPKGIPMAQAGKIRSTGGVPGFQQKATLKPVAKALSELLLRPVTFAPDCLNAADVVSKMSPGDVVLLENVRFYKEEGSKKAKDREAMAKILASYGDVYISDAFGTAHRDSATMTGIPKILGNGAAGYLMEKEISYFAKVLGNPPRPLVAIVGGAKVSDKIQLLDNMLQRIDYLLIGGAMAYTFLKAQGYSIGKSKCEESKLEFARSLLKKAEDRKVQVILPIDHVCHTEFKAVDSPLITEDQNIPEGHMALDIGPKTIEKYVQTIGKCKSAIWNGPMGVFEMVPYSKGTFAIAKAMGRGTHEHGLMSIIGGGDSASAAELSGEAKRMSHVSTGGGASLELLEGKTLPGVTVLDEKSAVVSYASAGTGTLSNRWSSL
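Recombinant glycosomal PGK reaction used 1,3-bisphosphoglycerate generated in-well by GAPDH (100nM final) in 100mM TEA pH 7.6, 5mM MgCl2, 0.01% Tween-20. After 60 minutes at room temperature, ATP was read by Kinase-Glo Plus luminescence end-point.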
HP1b binding inh = HP1-beta chromodomain-methylated histone interaction inhibition; 0.56% of 390,000 active; P83916; Potency, µM (top dose mostly 114 µM), for inactives: at the top dose activity change, negative = inhibition, most hits filed as inhibitors; AlphaScreen HP1-beta / biotin-H3K9me3 peptide binding; note: potency is the fitted concentration of half-maximal effect; nearly all actives have a fitted effect of over 70% in size; inactives centre near 23
Target sequence (P83916 whole entry, looked up): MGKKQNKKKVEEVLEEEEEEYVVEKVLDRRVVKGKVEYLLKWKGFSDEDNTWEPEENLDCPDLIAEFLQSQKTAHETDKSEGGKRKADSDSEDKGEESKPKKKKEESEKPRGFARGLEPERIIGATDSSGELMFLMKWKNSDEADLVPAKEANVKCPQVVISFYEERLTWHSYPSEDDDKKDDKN
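AlphaScreen: HP1-beta (50 nM) preformed 30 min with biotin-H3(1-18)K9me3 peptide (50 nM) in PBS pH 7.4, 0.01% Tween-20. Compound added for 30 min at RT, then streptavidin donor/nickel chelate acceptor beads (10 ug/mL) for 30 min.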
PI4K2A inh = blocks human PI4K2A kinase activity | 0.13% of 420,000 active | purified PI4K2A, ADP-Glo luminescence, 1 h; active compounds read low | activity change, negative = inhibition, % at 76.9 µM; in the data active = activity change below about -50%; inconclusive = mostly about -30% to -49%;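 note: -100% = wells without enzyme as full effect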
Target sequence (Q9BTU6 whole entry, looked up): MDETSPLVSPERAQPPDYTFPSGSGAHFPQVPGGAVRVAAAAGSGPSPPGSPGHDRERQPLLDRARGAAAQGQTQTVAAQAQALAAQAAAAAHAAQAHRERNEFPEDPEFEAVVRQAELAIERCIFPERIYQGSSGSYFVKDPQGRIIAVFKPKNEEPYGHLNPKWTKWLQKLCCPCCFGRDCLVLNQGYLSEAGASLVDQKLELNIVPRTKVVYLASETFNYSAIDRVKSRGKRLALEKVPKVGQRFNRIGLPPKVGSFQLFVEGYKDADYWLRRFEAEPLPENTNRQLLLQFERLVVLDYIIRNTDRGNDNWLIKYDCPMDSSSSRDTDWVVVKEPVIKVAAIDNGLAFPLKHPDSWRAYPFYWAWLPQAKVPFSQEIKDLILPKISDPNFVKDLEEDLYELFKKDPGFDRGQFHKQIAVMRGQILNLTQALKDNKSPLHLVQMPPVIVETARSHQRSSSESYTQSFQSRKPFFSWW
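PI4K2A activity was measured by ADP-Glo luminescence: enzyme (4 ug/mL stock) and phosphatidylinositol (1.2 mM stock) in Tris pH 7.5/MgCl2/EGTA/Triton X-100 buffer were reacted with ATP (300 microM stock) for one hour at ambient temperature.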
GLS inh = inhibitors of human glutaminase (GLS) | GLS enzymatic activity, qHTS titration | Potency, µM (highest dose often 45.5 µM), for inactives: top-dose activity change, negative = inhibition, usual class: inhibitors | 0.21% of 410,000 active | AID 624170; note: potency is the fitted concentration of half-maximal effect; % is set by controls: 0 for no effect and ±100 for the full control effect
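Glutamate formation by hKGA was monitored fluorometrically using coupled glutamate oxidase, HRP and Amplex Red. Substrate was added as 1 mM L-glutamine solution; incubation was 30 min at RT after an initial read.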
rTrxR1 inhibitor = blocks rat thioredoxin reductase 1. O89049. recombinant rTrxR1, NADPH fluorescence consumption, selenite substrate. Potency, µM (top dose mostly 114 µM), without a hit: at the highest dose activity change, negative = inhibition, actives largely listed as inhibitors. 1% of 390,000 active. AID 588453; note: potency is the fitted concentration of half-maximal effect; % is set by controls: 0 for no effect and ±100 for the full control effect; nearly all actives have a fitted effect of over 65% in size
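Rat TrxR1 (90 nM in the dispensed reagent) was pre-reduced with 400 uM NADPH for 5 min at room temperature, then incubated with compound for 15 min. After 400 uM selenite was added, NADPH fluorescence (Ex 340/Em 450 nm) was followed for 8 min.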
USP1-UAF1 inh = blocks the human USP1/UAF1 deubiquitinase complex | O94782 | Potency, µM (highest dose often 57.1 µM), for inactives: at the highest dose activity change, negative = inhibition, actives largely listed as inhibitors | 0.23% of 390,000 active | AID 743255 | recombinant USP1/UAF1, Ub-Rhodamine cleavage fluorescence; note: potency is the fitted concentration of half-maximal effect; % is set by controls: 0 for no effect and ±100 for the full control effect; nearly all actives have a fitted effect of over 60% in size; inactives centre near -12
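In this screen, compounds sit with the deubiquitinase complex (1nM) for 15 min at room temperature before Ub-Rho is added at 150nM final. Fluorescence rise is then followed for 6 reads every 60 seconds.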
IDH1 R132H inh = blocks human mutant IDH1 R132H enzyme | O75874 | IDH1-R132H enzyme, NADPH consumption, diaphorase/resazurin fluorescence | Potency, µM (top dose mostly 76.6 µM), inactives show top-dose activity change, negative = inhibition, hits mostly inhibitors | 0.093% of 390,000 active | AID 602179; note: potency is the fitted concentration of half-maximal effect; % is set by controls: 0 for no effect and ±100 for the full control effect; nearly all actives have a fitted effect of over 65% in size
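IDH1-R132H (0.5 ug/mL dispensed) in pH 7.5 Tris buffer was preincubated 30 min with compound, then given a substrate mix of 0.016 mM NADPH and 2 mM alpha-KG for 80 min at room temperature; remaining NADPH was read by diaphorase/resazurin fluorescence.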
TrxR1 substrate = is turned over as a substrate by rat TrxR1. O89049. purified TrxR1 substrate turnover, NADPH consumption readout. Potency, µM (highest dose often 114 µM), for inactives: at the highest dose activity change, negative = substrate turnover. 0.01% of 390,000 active; note: potency is the fitted concentration of half-maximal effect; % is set by controls: 0 for no effect and ±100 for the full control effect; nearly all actives have a fitted effect of over 50% in size
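Rat TrxR1, dispensed at 90 nM, was prereduced with 400 uM NADPH (final) for 5 min at ~22 deg C, then incubated with compound 15 min before 400 uM selenite. A first-read NADPH fluorescence drop versus no-compound background flagged substrates.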
Starred values were filed as active, the others as inactive; i = inactive; ? = inconclusive; . = not tested or not shown; & = joins results of further samples; [ ] = another dose, or the depositor's remark. Unless noted, calls come from the whole dose curve; as a rule, active = well fitted curve in the direction sought with a large enough effect; inconclusive = small, poorly fitted or top-dose-only effect, or another doubt; inactive = no such curve, though single readings can be large; an effect the other way counts as inactive or inconclusive. A portion of the library; the hit share may differ from the screen's.

SMILES | Pin1 inhibitor | Tb PGK inh | HP1b binding inh | PI4K2A inh | GLS inh | rTrxR1 inhibitor | USP1-UAF1 inh | IDH1 R132H inh | TrxR1 substrate
CCOc1ccc(CNC(=O)NS(=O)(=O)c2ccc(OC)cc2)cc1 | 1.2% | 0.2% | 19.2% | -6.4 | 7.9% | -0.5% | -10.8% | 1.9% | -5.5%
CN(C)S(=O)(=O)Oc1ccsc1C(=O)Nc1ccc(C(F)(F)F)cc1 | -0.5% | 0.1% | 58.7%[activator] | -2.8 | -0.3% | 10.7%[57.1 µM] | ? | 8.4% | 5.1%[57.1 µM]
CN(Cc1cnccn1)Cc1cn(Cc2ccccc2)nc1-c1ccc2c(c1)OCO2 | -0.4% | -7.0% | 18.2% | -3.0 | -13.3% | 27.5%[57.1 µM] | -10.5% | 3.4% | -7.9%[57.1 µM]
CCOC(=O)C1CCN(c2c(N(C)Cc3ccco3)c(=O)c2=O)CC1 | -3.9% | 5.2% | 17.9% | -0.5 | -2.4% | -4.3% | ? | -5.6% | -7.4%
Cc1ccc(CNC(=O)c2ccc(N(C)S(=O)(=O)c3ccccc3)cc2)cc1 | ? | 5.2% | 1.5% | 3.9 | 11.7% | 10.3% | -11.2% | 0.6% | -2.7%
O=C(COC(=O)CNC(=O)C1CCCCC1)NC1CC1 | -0.6% | . | 14.4%[57 µM] | . | . | 8.9% | . | . | 3.1%
CC(=O)c1ccc(N2CCN(CC(=O)NCc3ccccc3)CC2)cc1 | -11.2% | . | 60.7%[activator] | 4.2 | -10.6% | 7.0% | -10.4% | 0.4% | -10.3%
O=C(NCCCO)C(=O)NCc1ccncc1 | -6.4% | i | 46.7%[activator] | 4.4 | -8.0% | -9.3% | -19.6% | -0.2% | -10.0%
Cc1ccc(Sc2c([N+](=O)[O-])ncn2C)cc1 | 1.1% | -5.2% | 5.7% | 1.3 | 0.6% | ? | -4.4% | 2.7% | 1.2%
Cc1ccc(NC(=O)CCn2cccc2)cc1C | 0.9% | i | -15.6% | -4.7 | 2.4% | -14.1% | -6.2% | 0.0% | -4.3%
COc1cccc(C(=O)Nc2cc(NC(=O)c3ccco3)ccc2OC)c1 | -1.7% | -3.1% | 22.7% | 1.6 | -17.8% | 10.2% | -11.0% | 4.4% | 6.0%
S=C(NCc1ccccc1)N1CCN(c2ccccc2)CC1 | 1.8% | 0.1% | 27.5% | -4.0 | -0.3% | 6.7% | -13.9% | -4.2% | 2.0%
O=C(CSc1nc2[nH]c(=O)cc(O)c2s1)Nc1nccs1 | 10.7% | -1.0% | 22.4% | -3.9 | 2.8% | -17.9% | -17.3% | 2.6% | -17.2%
O=C(O)C1C2CCC1C(O)C2 (centres undefined) | . | 4.4% | . | 2.0 | -1.8% | . | -2.0% | 2.5% | .
CCOC(=O)CN1C(=O)C(=O)N(Cc2c(C)cc(C)cc2C)C1=O | 0.4% | . | 48.8%[activator] | 2.0 | -9.6% | 27.9% | -20.0% | 4.3% | 1.6%
COc1ccccc1N1CCN(C(=O)CSc2nnc3n2C(C)(C)Cc2ccccc2-3)CC1 | 0.6% | -0.6% | 38.5%[activator] | 7.7 | -0.4% | -11.9%[57.1 µM] | -14.0% | -1.4% | -3.1%[57.1 µM]
CCCOc1ccc(C2C(=O)N(C3CCCCC3)CC(=O)N2CCC2=CCCCC2)cc1OC (centres undefined) | -2.9% | i | 29.8% | 5.0 | -31.5% | 21.1%[57.1 µM] | -21.5% | 6.9% | 2.0%[57.1 µM]
CC(C)(C)c1ccc(C(=O)OCC(=O)Nc2cccc(S(=O)(=O)NC3=NCCC3)c2)cc1 | . | 0.7% | . | -3.4 | 0.5% | . | -6.1% | -3.5% | .
Cc1ccc2nc(-c3ccncc3)cc(C(=O)NCCc3ccc(F)cc3)c2c1 | 15.8% | 0.2% | 0.0% | 2.0 | -5.7% | 40.8%[57.1 µM] | ? | -2.5% | 11.0%[57.1 µM]
COc1cccc(NC(=O)N(Cc2c[nH]c3ccccc23)C2CCCCCC2)c1 | 20.9% | -1.2% | 26.9% | 4.2 | 21.7% | 5.3% | -23.5% | 14.5% | -1.4%
Cn1c(=O)c2c(nc(CN3CCC(C(N)=O)CC3)n2Cc2ccccc2F)n(C)c1=O | -3.6% | i | 37.2% | 0.6 | 0.1% | 4.2% | -5.8% | 3.2% | 5.2%
COc1cccc(NC(=O)CSc2cc(=O)n(C)c3ccc(Cl)cc23)c1 | 10.1% | 4.2% | 25.9% | 0.0 | -0.2% | 9.2% | -18.5% | -2.8% | -4.2%
O=S(=O)(c1ccccc1F)N1CCc2ccccc2C1 | -1.3% | -8.6% | 31.8% | 1.3 | 1.3% | 6.7% | -7.0% | 7.4% | -0.1%
COc1ccc(OC)c(CN(CCCN2CCOCC2)C(=O)Nc2ccccc2)c1 | -3.6% | 1.5% | 13.8% | -0.4 | 0.9% | -7.6%[57.1 µM] | -9.5% | 7.0% | 6.4%[57.1 µM]
O=C(Nc1cccc2cccnc12)c1cccc([N+](=O)[O-])c1 | -3.1% | -0.2% | 25.0% | -0.6 | -2.3% | 35.8% | -20.0% | 6.5% | 10.8%
(cont.)
SMILES | Pin1 inhibitor | Tb PGK inh | HP1b binding inh | PI4K2A inh | GLS inh | rTrxR1 inhibitor | USP1-UAF1 inh | IDH1 R132H inh | TrxR1 substrate
O=C(NCCc1ccccc1)c1ccccc1C(=O)NCCc1ccccc1 | -4.0% | -9.3% | 44.5%[activator] | -4.5 | 4.9% | 6.2% | ? | 1.1% | -0.2%
CS(=O)(=O)N(CC(=O)N1CCCCC1)c1ccc2c(c1)OCO2 | 2.4% | -2.3% | 17.2% | 7.1 | 3.3% | 12.6% | -2.8% | -3.7% | 6.5%
CCOC(=O)C1CCN(C(=O)COc2ccc(Br)cc2)CC1 | 6.0% | -2.8% | 19.4% | -0.9 | -5.8% | 15.7% | -15.0% | 5.3% | 10.9%
O=C(COC(=O)CNC(=O)c1cccc([N+](=O)[O-])c1)Nc1cccc(S(=O)(=O)N2CCCCC2)c1 | -0.5% | i | 5.7% | 0.8 | -3.6% | -9.0% | -1.3% | -2.4% | -16.1%
Cc1ccc(N(CC(O)Cn2c3ccccc3c3ccccc32)S(C)(=O)=O)cc1 (centres undefined) | -5.7% | -4.2%[11.5 µM] | 7.4% | -0.5 | -2.5% | -6.5% | -22.4% | -0.6% | -4.7%
Cc1ccc2oc(=O)n(CCCOc3ccccc3Cl)c2c1 | 1.3% | -2.3% | 184.6%[activator] | 0.6 | 0.0% | -4.6% | -1.9% | 18.1% | -7.6%
COc1ccccc1N1CCN(CCNC(=O)Nc2cccc(C)c2C)CC1 | -2.4% | i | -11.0% | -1.9 | -4.1% | -13.6% | -8.9% | 2.8% | -10.9%
O=C(NCCN1CCN(c2ccccc2F)CC1)C1CCCN(S(=O)(=O)c2cnc[nH]2)C1 (centres undefined) | -1.5% | -4.1% | 41.4%[activator] | -4.1 | 0.9% | 18.2% | -17.5% | -2.5% | -0.7%
CCOC(=O)c1sc(NC(=S)NC(=O)c2ccco2)nc1C | 16.6% | -6.3% | 9.0% | -1.9 | 19.0% | -14.6% | -2.6% | 6.3% | -11.1%
CCCS(=O)(=O)c1ccc(COC(=O)Cc2ccc([N+](=O)[O-])cc2)cc1 | -3.1% | -5.9% | 26.6% | -4.9 | 0.1% | 22.1% | -20.7% | -6.1% | 0.7%
O=C1/C(=C/c2ccco2)SC(=S)N1C1CCS(=O)(=O)C1 (centres undefined) | 0.2% | i | -14.8% | -10.9 | -0.7% | -2.8%[57.1 µM] | -18.0% | -0.7% | -2.0%[57.1 µM]
CC(NCc1ccccc1)c1ccccc1O (centres undefined) | -2.2% | -15.8% | 0.8% | 3.2 | 3.5% | 16.0%[11.4 µM] | -34.3% | -5.7% | 8.5%[57.1 µM]
CCC(C(=O)NC1CCCCC1)n1c(SCc2cccc(C)c2)nc2ccncc21 (centres undefined) | 5.7%&-1.2% | -6.9% | 10.1%&36.1% | 1.0&-5.3 | -11.3%&-10.5% | -5.5% | -23.6%&-22.2% | 0.0%&3.8% | -8.8%
CC1(C)CC(=O)c2cc(OCC(=O)NCCN3CCOCC3)ccc2O1 | 3.0% | -7.6% | 30.4% | -0.8 | -1.1% | 23.9%[57.1 µM] | -20.6% | 0.2% | 31.8%[activator][57.1 µM]
CCC(Cc1ccccc1)NC(=O)C1CCN(S(=O)(=O)c2c(C)noc2C)CC1 (centres undefined) | -7.0% | . | 21.0% | 0.6 | -0.3% | -24.2%[2.29 µM] | 0.8% | 3.6% | -3.3%[2.29 µM]
CCOC(=O)c1c(C)[nH]c(C)c1S(=O)(=O)N(C)CC(=O)N1CCN(c2ccccc2OC)CC1 | -0.2% | 1.4% | 29.2% | -4.2 | -3.0% | 7.8%[57.1 µM] | 3.4% | 0.0% | -1.7%[57.1 µM]
O=C1c2ccccc2C(Nc2cccnc2)N1Cc1ccccc1Cl (centres undefined) | 4.7% | i | 42.7%[activator] | -3.5 | -5.0% | 0.4%[57.1 µM] | -21.5% | 15.8% | -0.7%[57.1 µM]
COc1ccc(N=C2SC(CC(=O)Nc3ccccc3)C(=O)N2CCc2ccccn2)cc1 (centres undefined) | -2.9% | 2.2% | 13.4% | 0.3 | 4.2% | -0.2% | -15.4% | -2.8% | -6.9%
